# Source: PubChem BioAssay
# TexasRed fluor = alters Texas Red total fluorescence, flagging assay interference; TRb/SRC2 Texas Red total fluorescence interference; Potency, µM (top dose mostly 106 µM), for the others: top-dose fluorescence change, negative = quenching; 0.29% of 280,000 active; AID 1479; active = well fitted curve in either direction with a large enough effect; inconclusive = small, poorly fitted or top-dose-only effect; also: potency is read from the fitted curve at half-maximal effect; % is scaled to controls: 0 for no effect and ±100 for the full control effect
#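 Human TRb ligand-binding domain at 0.6 uM with 20 nM Texas Red SRC2 peptide in Tris buffer containing 1 uM T3 and 5% DMSO, incubated with compound 5 h at ambient temperature. Total fluorescence (555/632 nm) calculated as parallel + 2 × perpendicular.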
# Tau FP inhib = inhibitors of human tau fibril formation; P10636; K18 P301L tau heparin fibrillization, Alexa594 FP, 6 h; Potency, µM (series often up to 57.7 µM), for the others: top-dose activity, negative = inhibition, actives largely listed as inhibitors; 0.39% of 280,000 active; AID 1468; also: potency is read from the fitted curve at half-maximal effect; % is scaled to controls: 0 for no effect and ±100 for the full control effect; nearly all actives have a fitted effect of over 55% in size
# Target sequence (P10636 561-689 P618L limits assumed): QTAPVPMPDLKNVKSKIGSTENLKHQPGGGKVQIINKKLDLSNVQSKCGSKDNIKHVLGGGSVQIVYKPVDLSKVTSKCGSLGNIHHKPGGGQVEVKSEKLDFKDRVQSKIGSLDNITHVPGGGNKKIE
#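 Heparin (20 uM) drove fibril formation of recombinant tau K18 P301L, 15 uM unlabeled with 0.24 uM Alexa 594 label, for 6 hr at 37 C in 100 mM sodium acetate pH 7. Fluorescence polarization (555/632 nm) read 1 hr after 30 uM ThT.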
# Tau fluor counter = counter-screen for tau fibril formation inhibitors; tau K18 P301L (four-repeat tau fragment) Alexa594 fluorescence, heparin fibrillization; Potency, µM (doses to about 57.7 µM), for inactives: top-dose activity change, negative = decrease; 0.93% of 280,000 active; also: potency is read from the fitted curve at half-maximal effect; % is scaled to controls: 0 for no effect and ±100 for the full control effect; nearly all actives have a fitted effect of over 55% in size
#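 Human K18 P301L tau (15 uM unlabeled plus 0.24 uM Alexa 594-labeled, final) in 100 mM sodium acetate pH 7 was mixed with compound and 20 uM heparin and incubated 6 hr at 37 C.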
# CBFb-RUNX1 inh = CBF-beta/RUNX1 interaction disruption; Q01196+Q13951; 230,000 tested, under 10 active; Potency, µM (doses to about 59.8 µM), without a hit: top-dose activity, negative = inhibition, most hits filed as inhibitors; AlphaScreen CBFb-His/RUNX1-biotin binding, biochemical; also: % of control where 0% means no effect
#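 CBF-beta (His) and RUNX1 (biotin), 30 nM each; 20 min preassociation; + compound, 15 min; + beads 50 ng each (Ni, streptavidin), 90 min; RT; AlphaScreen read.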
# aGal spleen mod = inhibits or activates alpha-galactosidase in human spleen homogenate; P06280; human spleen homogenate, 4MU-alpha-Gal fluorescence, 40 min; Potency, µM (top dose mostly 80 µM), for the others: at the top dose activity change, negative = inhibition, most hits filed as inhibitors; 0.008% of 240,000 active; AID 2107;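 also: potency is read from the fitted curve at half-maximal effect; 0% = enzyme with vehicle and -100% = no enzyme basal signal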
# Target sequence (P06280 32-429 limits assumed): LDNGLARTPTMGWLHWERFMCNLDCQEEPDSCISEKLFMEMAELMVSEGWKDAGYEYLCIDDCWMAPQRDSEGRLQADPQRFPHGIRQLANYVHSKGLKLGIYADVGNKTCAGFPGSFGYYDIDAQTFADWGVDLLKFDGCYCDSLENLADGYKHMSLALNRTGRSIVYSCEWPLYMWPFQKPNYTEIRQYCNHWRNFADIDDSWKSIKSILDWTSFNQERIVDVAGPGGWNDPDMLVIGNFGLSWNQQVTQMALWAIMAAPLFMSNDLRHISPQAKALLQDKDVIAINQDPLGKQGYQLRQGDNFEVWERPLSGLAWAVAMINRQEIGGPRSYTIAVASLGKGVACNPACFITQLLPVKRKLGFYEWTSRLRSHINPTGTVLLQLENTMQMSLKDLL
#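 qHTS titration in buffer at pH 5.0. Alpha-galactosidase activity in spleen homogenate was measured via 4-methylumbelliferone release from 1 mM fluorogenic substrate after 40 min at 37C and a pH 10 stop. AC50 came from Hill fits of control-normalized data.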
# TRb-SRC2 inh = inhibitors of human thyroid hormone receptor beta-SRC2 interaction; P10828; Potency, µM (highest dose often 106 µM), for the others: at the top dose activity change, negative = inhibition, hits mostly inhibitors; 0.065% of 280,000 active; TRbeta-SRC2 peptide binding, fluorescence polarization; receptor liganded with 1 µM T3;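 also: potency is read from the fitted curve at half-maximal effect; plate controls were bound peptide for no effect and peptide without receptor for full effect; nearly all actives have a fitted effect of over 50% in size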
#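 Polarization signal, normalized between peptide-alone and full complex controls, measured compound effects on T3-liganded human TRb LBD (0.6 uM) binding 20 nM Texas Red SRC2 peptide after 5 hr.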
# NPSR antagonist = blocks cAMP signaling of the human neuropeptide S receptor. Q6W5P4. CHO-NPSR cells, cAMP TR-FRET, antagonist mode. Potency, µM (titrated, usually from 38.3 µM), for the others: top-dose activity change, negative = inhibition, actives largely listed as inhibitors. 1% of 220,000 active; also: potency is read from the fitted curve at half-maximal effect; % is scaled to controls: 0 for no effect and ±100 for the full control effect; nearly all actives have a fitted effect of over 50% in size; many of its hits are not listed in these tables
# Target sequence (Q6W5P4 whole entry, looked up): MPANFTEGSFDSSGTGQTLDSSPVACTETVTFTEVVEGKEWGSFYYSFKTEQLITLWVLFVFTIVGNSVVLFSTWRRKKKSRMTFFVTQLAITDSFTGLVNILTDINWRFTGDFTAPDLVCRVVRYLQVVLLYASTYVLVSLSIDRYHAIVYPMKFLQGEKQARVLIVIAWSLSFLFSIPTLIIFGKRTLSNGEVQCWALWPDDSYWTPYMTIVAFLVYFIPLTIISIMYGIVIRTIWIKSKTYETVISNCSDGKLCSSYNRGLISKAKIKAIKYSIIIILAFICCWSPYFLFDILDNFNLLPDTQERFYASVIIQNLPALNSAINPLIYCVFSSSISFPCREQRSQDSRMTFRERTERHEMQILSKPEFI
# Epigenetic reg = derepresses silenced GFP reporter in murine cells; murine LDR cells, GFP reporter derepression, 30 h; Potency, µM (titrated, usually from 53.9 µM), inactives show at the top dose GFP activation, actives largely listed as activators; 0.2% of 280,000 active; AID 1865; also: potency is read from the fitted curve at half-maximal effect; % of control where 0% means no effect; nearly all actives have a fitted effect of over 60% in size
#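 In this reporter-derepression format, murine cells bearing a silenced integrated CMV-GFP locus incubate with test compound (30 h, 37 C), then are washed and imaged; fluorescent objects of 20–120 um count as induced cells.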
# The depositor's hits bear a star; u = inconclusive; x = no result given; & = joins results of further samples; [ ] = another dose, or the depositor's remark. Unless noted, calls follow the shape of the dose curve; as a rule, active = well fitted curve in the direction sought with a large enough effect; inconclusive = small, poorly fitted or top-dose-only effect, or another doubt; inactive = no such curve, though single readings can be large; an effect the other way counts as inactive or inconclusive.
SMILES,TexasRed fluor,Tau FP inhib,Tau fluor counter,CBFb-RUNX1 inh,aGal spleen mod,TRb-SRC2 inh,NPSR antagonist,Epigenetic reg
Cc1cccc2cc(CN(Cc3nnnn3Cc3ccccc3)C3CCCC3)c(=O)[nH]c12,-3%,-1%,-12%,0%,6%,-2%,-30%[46.1 µM],-1.1%
COc1cccc(/C=C2\N=C(c3c(-c4ccccc4)noc3C)OC2=O)c1OC,0%,-5%,0%,-1%,10%,2%,-6%[46.1 µM],0.0%
CC(C)COc1ccc(C(=O)Nc2scc(-c3ccc(Cl)cc3Cl)c2C(N)=O)cc1,-2%,-2%,-12%,5%,-7%,0%,-20%[46.1 µM],0.0%
COc1ccc(-c2nc(SCC(=O)NCc3nc4ccccc4n3C)n3[nH]c(=O)cc3n2)cc1,-1%,-8%,-13%,x,x,5%,x,-0.5%
C=CCn1c(SCc2cc(=O)n3cc(C)ccc3n2)nnc1-c1cccc(C)c1,-1%,11%,4%,-4%,0%,3%,26%,-1.1%
Cc1ccc(S(=O)(=O)N2C(=O)CCC2C(=O)N2CCN(C)CC2)cc1 (stereo not given),0%,-3%,-6%,-4%,-4%,-4%,7%[46.1 µM],-0.1%
Cc1cccc(CC(=O)N2CC(=O)Nc3ccc(Br)cc3C2c2ccc(F)cc2)c1 (stereo not given),-2%,-11%,-25%,x,x,4%,x,1.5%
CCOc1cccc(C(=O)Nc2cccc(NC(=O)c3ccco3)c2)c1,-3%,-5%,-26%,3%,-2%,1%,-5%,-1.1%
Oc1ccccc1CNc1ccc(OC(F)(F)F)cc1,-5%,15%,u,-5%,-1%,-5%,24%,2.5%
COc1ccccc1Cn1cccc1C=O,1%,-2%,-4%,-5%,-2%,-3%,6%,-1.5%
NCCC[C@@H](CC(=O)N[C@@H]1CCCC[C@H]1C(=O)N[C@H](CC(=O)N[C@@H](CCC(=O)O)CC(=O)O)Cc1c[nH]c2ccccc12)NC(=O)C[C@H](CO)NC(=O)[C@@H]1CNCC[C@H]1N,-2%,-3%,-6%,11%,7%,1%,x,-0.1%
CCO[C@@H]1OC(C(=O)NCc2nc3ccccc3[nH]2)=C[C@H](c2ccccc2)[C@H]1CCCO,-1%,-4%,-13%,u,1%,-8%,5%,1.0%
COC(=O)C(C(=O)OC)c1ncccc1[N+](=O)[O-],-1%,-3%,-9%,-3%,0%,0%,-32%,-0.7%
CN(C)CCNc1oc(/C=C/c2ccccc2)nc1C#N,1%,16%,-8%,-6%,-8%,3%,10µM*,0.0%
Cc1cc(C)c(OCCCCNCc2ccccc2)c(Cl)c1,0%,6%,-3%,-1%,7%,2%,2%[46.1 µM],-0.9%
Cn1c(O)c(C=Nc2ccc(Br)cc2)sc1=O,-3%,4%,-12%,-10%,-2%,-2%,-10%,-5.5%
CCN(/N=C/c1cccs1)c1cc(=O)n(C)c(=O)[nH]1,-2%,1%,5%,-3%,-9%,3%,8%[46.1 µM],-1.0%
CCCc1nc2n[nH]c(N)c2c2c1COC(C)(C)C2,-3%,2%,2%,0%,-6%,1%,0%[46.1 µM],7.4%
[O-][n+]1c2c(nn1-c1ccccc1)/C(=N/O)CCC2,-4%,-2%,-9%,2%,2%,2%,12%,1.1%
COc1cccc2cc(-c3nnc(SCC(=O)Nc4nc(C)cs4)n3C)oc12,-7%,-7%,-15%,-5%,-10%,2%,-8%[46.1 µM],-0.9%
CCn1cc(CNC(=S)Nc2cccc(Cl)c2C)cn1,-6%,-5%,-11%,2%,4%,-1%,-2%,0.0%
CSc1cccc(NC(=S)N(C(C)C)C(C)c2ccccn2)c1 (stereo not given),-3%,-11%,u,4%,2%,-2%,-24%,2.2%
CC(C)CN1CCc2nc(-c3ccccc3)c3c(c2CC1)COC(C)C3 (stereo not given),-5%[11.2 µM],-6%[11.6 µM],-4%[11.6 µM],-3%[13.1 µM],8%[17.5 µM],1%[11.2 µM],x,1.1%[10.1 µM]
CC(C)CCn1c(CN2CCN(Cc3ccccc3)CC2)nc2c1c(=O)n(C)c(=O)n2C,-5%,11%,5%,11%,-1%,-5%,u,-1.2%
CN(c1ccc(OCC(=O)OCC(=O)NC2CCCC2)cc1)S(=O)(=O)c1ccc2ccccc2c1,-2%,7%,-16%,-7%,0%,1%,-1%,-0.3%
CC1=C(C(N)=O)C(c2ccc(Cl)cc2)NC(=O)N1 (stereo not given),2%,-1%,-3%,-1%,0%,3%,-14%[7.67 µM],4.9%
COCCn1c(SCC(=O)N2CCN(c3ccccc3)CC2)nc2c(c1=O)SC(C)C2 (stereo not given),-2%,-1%,1%,7%,2%,0%,-5%,1.1%
CC(C)(C)NC(=O)C[n+]1ccc(C(N)=O)cc1,3%,-8%,-5%,-3%,-3%,1%,-4%,-0.3%
COc1ccc2c(c1)C(=O)[C@@H](OC(=O)NCc1ccc3c(c1)OCO3)[C@H](c1ccc(OC)c(Br)c1)O2,-2%&-5%,-9%&-16%,u,u,5%&5%,5%&-1%,-48%,-1.1%&-1.0%
COC(=O)COc1ccc(Oc2nc(NC(C)(C)C)nc(N3CCOCC3)n2)nn1,-6%,6%,4%,x,x,4%,x,1.0%
Cc1ccc(-n2cc(C(=O)c3cc(Cl)ccc3O)cc(C#N)c2=O)cc1,1%[53 µM],-7%,-28%,2%,1%,6%[53 µM],-25%,-1.3%
CCOC(=O)c1ccc(NC(=O)C2=C(C)C(=O)OC23CCCCCC3)cc1,0%,8%,-22%,x,x,7%,x,-0.2%
CCOC(=O)N1CCN(c2c(NCCCN(CC)CC)c(=O)c2=O)CC1,-6%,7%,2%,-14%,-5%,-1%,2%[46.1 µM],3.1%
Cc1ccccc1-c1noc(-c2ccccc2C(=O)NCC2CCCO2)n1 (stereo not given),-1%,-1%,-9%,5%,2%,0%,-2%,0.0%
COc1ccc(C(=O)NCCn2cc(SCC(=O)Nc3ccc(F)cc3)c3ccccc32)cc1,7%,u,14µM*[quencher],x,x,3%,x,0.0%
COC(=O)c1oc2ccc(Br)cc2c1NC(=O)CCN1CCOCC1,0%,-2%,-8%,3%,-5%,-2%,8%[46.1 µM],-0.7%
Cc1ccc(/C=C2/SC(=O)NC2=S)o1,-12%,10µM*,u,x,5%,-25%,13µM*,-0.1%
Cc1ccccc1NC(=O)c1cc2ccccc2o1,-2%,-1%,1%,x,x,-2%,x,6.6%
Oc1ccc(CN2CCN(c3ccccc3)CC2)c2cccnc12,-6%,-7%,-22%,u,14%,7%,-9%[46.1 µM],3.5µM*
CCc1ccc2c(c1)c(=O)c(C(=O)c1ccccc1)cn2CC(=O)Nc1ccc(C)c(Cl)c1,-1%,-21%,-15%,x,x,2%,x,3.8%
COc1ccc(CC(=O)c2cc(OC)c(OC)cc2CC(=O)O)cc1OC,-7%,4%,-3%,3%,8%,2%,u,0.0%
O=c1cc2c(nn1Cc1ccc(Cl)cc1)-c1ccccc1CC2,2%,-5%,-9%,-3%,-4%,8%,-19%[46.1 µM],0.4%
O=[N+]([O-])C1=C(Nc2cccc3ccccc23)CS(=O)(=O)C1,-7%,-7%,-23%,-7%,-4%,6%,-20%[46.1 µM],u
COCCOc1ccc(C(F)(F)F)cc1NC(=O)c1ccccc1,3%,3%,-2%,2%,4%,6%,-8%[46.1 µM],0.0%
O=C1OCCC1Sc1nc2ccccc2s1 (stereo not given),-1%,-3%,4%,-5%,-15%,-6%,-5%[46.1 µM],-1.0%
CCC1CCCCN1S(=O)(=O)c1cc2c(cc1C)NC(=O)CO2 (stereo not given),u,-6%,-19%,x,x,-17%,x,0.0%
Oc1c(C(c2ccc(Cl)cc2Cl)N2CCCC2)sc2nc(-c3ccco3)nn12 (stereo not given),-2%,-4%,-3%,x,x,2%,x,-1.4%
CC(C)c1cnc2c(c1SCc1ccc([N+](=O)[O-])cc1)c(=O)n(C)c(=O)n2C,-2%,5%,-19%,x,x,-3%,x,-0.7%
Cc1ccc(CN2C(=O)CCC2(C)C(=O)NCc2cccnc2)cc1 (stereo not given),-1%,2%,-6%,-3%,1%,-8%,0%[46.1 µM],0.6%
CCOC(=O)Cc1cc(=O)n2[nH]c(C)c(-c3ccccc3)c2n1,45µM*[fluorescent],-5%,1%,-11%,4%,u,-5%[46.1 µM],0.0%
COc1ccc(OCc2nc3ccccc3[nH]2)cc1,-7%,-10%,-15%,0%,4%,1%,-12%[46.1 µM],0.0%
CCC(=O)N1CCc2cc(S(=O)(=O)NC(C(=O)NCCc3ccc(OC)c(OC)c3)C(C)C)ccc21 (stereo not given),-1%,-8%,1%,x,x,-6%,x,2.3%
COCCCNc1nc2c(c(=O)n(Cc3ccccc3)c(=O)n2C)n1C,-1%,1%,-8%,x,x,-1%,x,-1.9%
COc1cc(OC)c2nc(C)c3c(c2c1)N(c1ccc(O)cc1)CC3,6%,-3%,-4%,-3%,-19%,-1%,-14%[46.1 µM],0.0%
O=C(O)CCCn1cc(NC(=O)c2cccc(F)c2)cn1,-1%,2%,-3%,-1%,6%,2%,6%,2.3%
CC(=O)NC(=O)Nc1sc(=S)n(C)c1C,-5%,2%,9%,2%,4%,-1%,-9%[46.1 µM],0.5%
CCOC(=O)c1cc(-c2ccc(OC)c(S(=O)(=O)Nc3ccc(OC)cc3OC)c2)on1,-3%,-2%,u,x,x,1%,x,5.6%
CC1CCCCN1C(=O)CN1C(=O)CN(C)C(=O)c2ccccc21 (stereo not given),-2%,3%,0%,-2%,1%,-1%,-6%[46.1 µM],3.7%
Cc1cccc(NC(=S)N(CCc2nc3cc(C)c(C)cc3[nH]2)Cc2cccnc2)c1,-6%,-14%,u,-2%,2%,-4%,-11%[46.1 µM],0.0%

# Not all compounds are listed, so the mix of outcomes need not match the whole.
